USP1-UAF1 inh: inhibitors of human USP1/UAF1 deubiquitinase | Potency, µM (highest dose often 57.1 µM), inactives show top-dose activity change, negative = inhibition, usual class: inhibitors | O94782 | 390,000 tested, 0.23% active | recombinant USP1/UAF1, Ub-Rhodamine cleavage fluorescence | AID 743255; further: potency means the concentration at half of the fitted maximal effect; on the % scale 0 is the no-effect control and ±100 the full control effect; nearly all actives have a fitted effect of over 60% in size; inactives centre near -12
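USP1/UAF1 complex (1 nM) preincubated 15 min at room temperature with compound, then Ub-Rho substrate (150 nM final) added. Kinetic fluorescence at 480/540 nm over 6 reads at 60 s intervals; 50 mM HEPES pH 7.8, 0.5 mM EDTA, 0.1 mg/ml BSA, 1 mM TCEP, 0.01% Tween-20.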
mIDH1 inhibitor: blocks human mutant IDH1 R132H enzyme. O75874. IDH1-R132H enzyme, NADPH consumption, diaphorase/resazurin fluorescence. Potency, µM (titrated, usually from 76.6 µM), inactives show at the highest dose activity change, negative = inhibition, hits mostly inhibitors. 390,000 tested, 0.093% active. AID 602179; further: potency means the concentration at half of the fitted maximal effect; on the % scale 0 is the no-effect control and ±100 the full control effect; nearly all actives have a fitted effect of over 65% in size
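IDH1-R132H (0.5 ug/mL) preincubated 30 min with compound, then NADPH (0.016 mM) and alpha-KG (2 mM) added; 80 min at RT, pH 7.5. Remaining NADPH coupled via diaphorase/resazurin to fluorescence (540/590 nm); concentration-response curves normalized to no-enzyme control.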
GRP78 ERSR act: inducers of ER stress response in human glioma cells | U87-MG GRP78 promoter luciferase reporter, 16 h | Potency, µM, without a hit: at the highest dose activation, usual class: activators | 420,000 tested, 0.02% active | AID 602332; further: potency means the concentration at half of the fitted maximal effect; series mostly up to about 76 µM; % of control where 0% means no effect; nearly all actives have a fitted effect of over 35% in size
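Stably transfected U87-MG glioma cells carrying a GRP78-based luciferase sensor; 16 h compound incubation. Luminescence end-point read 10 min after Bright-Glo addition at room temperature.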
Vif-APOBEC3F blk: Vif-A3F binding inhibition | HeLa A3F-eYFP + Vif (tagged APOBEC3F with the HIV-1 protein that degrades it), YFP fluorescence increase | Potency, µM (series often up to 46.1 µM), without a hit: at the highest dose activity, negative = active | 390,000 tested, 0.2% active; further: potency means the concentration at half of the fitted maximal effect; % of control where 0% means no effect; nearly all actives have a fitted effect of over 65% in size
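HeLa cells stably expressing Vif plus C-terminally eYFP-tagged A3F were seeded, incubated overnight at 37 deg C, dosed with compound, incubated overnight again at 37 deg C. Yellow fluorescence (Ex 488/Em 500-530) reported blocked Vif-mediated A3F-eYFP degradation.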
Vif-A3G inh: blocks the Vif interaction with human APOBEC3G; Q9HC16; HeLa A3G-eYFP + Vif (tagged APOBEC3G with the HIV-1 protein that degrades it), YFP fluorescence, overnight; Potency, µM (top dose mostly 46.1 µM), for the others: at the top dose activity, negative = active, hits mostly inhibitors; 410,000 tested, 0.076% active; AID 602310;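 further: potency means the concentration at half of the fitted maximal effect; on the % scale 0 is the no-effect control and ±100 the full control effect; nearly all actives have a fitted effect of over 60% in size; hits raise eYFP signal because A3G escapes Vif-driven loss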
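HeLa cells stably expressing Vif and C-terminally eYFP-tagged A3G, seeded overnight at 37 deg C, then exposed to compound by pintool overnight at 37 deg C. Rise in yellow fluorescence (Ex 488/Em 500-530, Acumen) marks blocked Vif-driven A3G degradation.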
TrxR1 substrate: substrates of rat thioredoxin reductase 1; O89049; purified TrxR1 substrate turnover, NADPH consumption readout; Potency, µM (highest dose often 114 µM), for the others: top-dose activity change, negative = substrate turnover; 390,000 tested, 0.01% active; AID 588456; further: potency means the concentration at half of the fitted maximal effect; on the % scale 0 is the no-effect control and ±100 the full control effect; nearly all actives have a fitted effect of over 50% in size
Target sequence (O89049 whole entry, looked up): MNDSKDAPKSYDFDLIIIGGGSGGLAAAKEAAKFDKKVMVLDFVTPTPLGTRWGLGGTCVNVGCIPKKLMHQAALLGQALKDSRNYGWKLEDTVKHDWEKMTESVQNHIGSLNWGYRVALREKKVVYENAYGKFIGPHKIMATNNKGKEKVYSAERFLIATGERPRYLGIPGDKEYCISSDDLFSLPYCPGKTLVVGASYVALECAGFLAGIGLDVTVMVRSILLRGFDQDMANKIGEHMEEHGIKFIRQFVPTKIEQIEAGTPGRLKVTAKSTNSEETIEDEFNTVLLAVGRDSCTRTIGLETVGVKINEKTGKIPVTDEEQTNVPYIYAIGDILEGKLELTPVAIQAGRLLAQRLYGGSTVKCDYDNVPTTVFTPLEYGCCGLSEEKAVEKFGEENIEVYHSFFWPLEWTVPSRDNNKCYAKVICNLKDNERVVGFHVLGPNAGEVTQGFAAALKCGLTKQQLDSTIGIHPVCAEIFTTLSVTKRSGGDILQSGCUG
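Rat TrxR1, dispensed at 90 nM, was prereduced with 400 uM NADPH (final) for 5 min at ~22 deg C, then incubated with compound 15 min before 400 uM selenite. A first-read NADPH fluorescence drop versus no-compound background flagged substrates.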
RGS4 inhibitor: blocks human RGS4-accelerated GTP hydrolysis | Transcreener GDP fluorescence polarization, RGS4-accelerated GTP hydrolysis | Potency, µM (titrated, usually from 114 µM), for the others: at the top dose activity change, negative = inhibition, usual class: inhibitors | 390,000 tested, 0.039% active; further: potency means the concentration at half of the fitted maximal effect; on the % scale 0 is the no-effect control and ±100 the full control effect; nearly all actives have a fitted effect of over 75% in size; some results filed as inactive show a strong effect at the top dose
Target sequence (P49798 whole entry, looked up): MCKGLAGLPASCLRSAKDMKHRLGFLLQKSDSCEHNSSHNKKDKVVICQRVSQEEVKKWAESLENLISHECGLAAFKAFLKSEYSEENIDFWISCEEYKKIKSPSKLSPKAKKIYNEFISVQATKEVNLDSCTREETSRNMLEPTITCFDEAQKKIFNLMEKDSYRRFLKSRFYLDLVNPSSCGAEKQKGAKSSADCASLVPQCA
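MLSMR compounds (23 nl, pin-transferred) preincubated 10 min at room temperature with a 500nM (2x) first reagent, then RGS4 at 900nM (2x) plus Transcreener GDP mix added; fluorescence polarization (620/688 nm) read before and after 90 min at 30 °C.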
TrxR1 inh: blocks rat thioredoxin reductase 1; 390,000 tested, 1% active; Potency, µM (doses to about 114 µM), without a hit: at the top dose activity change, negative = inhibition, hits mostly inhibitors; O89049; recombinant rTrxR1, NADPH fluorescence consumption, selenite substrate; further: potency means the concentration at half of the fitted maximal effect; on the % scale 0 is the no-effect control and ±100 the full control effect; nearly all actives have a fitted effect of over 65% in size
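Rat TrxR1 (90 nM in the dispensed reagent) was pre-reduced with 400 uM NADPH for 5 min at room temperature, then incubated with compound for 15 min. After 400 uM selenite was added, NADPH fluorescence (Ex 340/Em 450 nm) was followed for 8 min.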
LDHA inh: LDHA (human) enzyme inhibition. 480,000 tested, 0.15% active. activity change, % (values are at about 110 or 230 µM). P00338. purified LDHA, NADH/diaphorase-resazurin fluorescence; hits give low values; in the data active means activity change below about -30%; inconclusive means mostly about -25% to -30%;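 further: plate controls were DMSO wells for no effect and wells without enzyme for full effect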
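Human LDH5 at 2 nM final in Tris HCl pH 7.4 with 0.06 mM NADH and 0.2 mM pyruvate, reacted 5 minutes at room temperature. Remaining NADH coupled via diaphorase/resazurin; resorufin fluorescence read at 0 and 20 minutes, normalized to enzyme-free and DMSO wells.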
The depositor's hits bear a star; ? = inconclusive; · = no result given; & = joins results of further samples; [ ] = dose if it differs, or a comment. Unless noted, the call rests on the fitted dose curve; in most records, active means well fitted curve in the direction sought with a large enough effect; inconclusive means small, poorly fitted or top-dose-only effect, or another doubt; inactive means no such curve, though single readings can be large; an effect the other way counts as inactive or inconclusive. An excerpt; rates above refer to the full screens.

Compound	mIDH1 inhibitor	TrxR1 substrate	USP1-UAF1 inh	Vif-APOBEC3F blk	TrxR1 inh	LDHA inh	GRP78 ERSR act	Vif-A3G inh	RGS4 inhibitor
CCCCn1c(N)c(N(CCOC)C(=O)CCNC(=O)c2ccc(Cl)cc2)c(=O)[nH]c1=O	1%	10%[57.1 µM]	-15%	-24%	18%[57.1 µM]	4	-2%	-1%	-35%
CC(C)c1ccc(NC(=O)[C@@H](C)NC(=O)[C@@H]2Cc3ccccc3CN2)cc1	2%	3%	-17%	-6%	12%	-1	8%	6%	24%
CCN1CCN(CC(=O)Nc2ccc(Cl)c(S(=O)(=O)N(C)C)c2)CC1	23%	7%	-23%	4%	14%	-22	-2%	1%	-17%
CCOc1ccc(C(C)=O)cc1CSC(=N)N	10%	9%	-15%	-17%	9%	0	1%	0%	-4%
O=C(c1ccccc1)c1cnc(-c2ccccc2)s1	4%	-5%[57.1 µM]	-6%	-22%	14%[11.4 µM]	-5	-5%	0%	-9%
COc1ccccc1C1C=C(c2ccc(Cl)cc2)Nc2nc(-c3ccc(Cl)cc3)nn21 (stereo not given)	-10%	-1%	-12%	-7%	19%	2	-3%	3%	?
COc1ccc(OC)c(C(=O)Nc2ccc3[nH]ccc3c2)c1	17%	10%[57.1 µM]	-5%	-9%	20%[57.1 µM]	-3	-1%	2%	-2%
CCOc1ccccc1Nc1nnc(SCC(=O)Nc2cccc(S(=O)(=O)NC3=NCCCCC3)c2)s1	1%	-7%	-2%	9%	-9%	-2	0%	1%	-14%
CCOc1ccc(OCC)c(NC(=O)CN2CCN(CC)CC2)c1	11%	-1%	-10%	4%	7%[57.1 µM]	-16	1%	-2%	-5%
CN1CC(=O)N/C1=N/C(=O)Nc1cccc(Cl)c1	·	6%[57.1 µM]	·	·	4%[57.1 µM]	·	5%	·	11%[56.9 µM]
Cc1ccc(S(=O)(=O)NCC(=O)NCCc2c[nH]c3ccccc23)cc1C	2%	-9%	-6%	2%	9%	2	-5%	-1%	-8%
C/C(=N/NC(=O)c1nnn(-c2nonc2N)c1CSc1ccc(Cl)cc1)c1ccncc1	-2%	·	-5%	0%	·	-9	-2%	-3%	·
COc1ccc(CCNC(=O)CCS(=O)(=O)c2ccc3nc(C)sc3c2)cc1OC	8%	-1%[57.1 µM]	-14%	-16%	9%[57.1 µM]	1	-3%	0%	6%
O=C(c1ccc2c(c1)OCO2)N1CCN=C1SCc1ccccc1	-7%	-1%	-13%	10%	12%	0	-1%	-1%	19%
C=CCN(CC=C)c1ccc(N2C(=O)C3CCCCC3C2=O)cc1[N+](=O)[O-] (stereo not given)	16%	0%	-12%	2%	11%	1	-5%	5%	-9%
CC(=O)Nc1ccc(SCC(=O)Nc2ccccc2-c2ccccc2)cc1	11%	1%	-16%	-12%	31%[activator]	3	-2%	0%	-50%
C=C(C)C(=O)NC1=NN(c2ccccc2)C(=O)C1	0%	0%	2%	3%	5%	-5	-7%	-4%	7%
Fc1cc(F)c2nc(N3CCOCC3)sc2c1	-1%	4%	-4%	5%	9%	-7	9%	1%	-9%
O=C(COC(=O)C1CC(=O)N(c2ccc3c(c2)OCCO3)C1)NC1CCCc2ccccc21 (stereo not given)	2%	-8%	-8%	1%	-9%	1	-3%	2%	-18%
COc1ccc(S(=O)(=O)NCCSc2ccc(Cl)cc2)cc1OC	5%	1%	-23%	-3%	-1%	-2	-5%	0%	-22%
Cc1ccc(C(C)C)cc1OCCOCCN1CCCC1	7%	7%	-17%	1%	12%	-11	-7%	-2%	-3%
COc1cccc(N(C(=O)c2nc3nccc(C)n3n2)c2nc3ccccc3s2)c1	-5%	-1%	-5%	-2%	25%	-7	7%	-20%	21%
Cc1c(-c2nc(-c3cccnc3)no2)cccc1[N+](=O)[O-]	2%	-5%[57.1 µM]	-18%	-1%	9%[57.1 µM]	-4	9%	-9%	-14%
COc1ccc(N2CCN(C(CNC(=O)C(=O)NCc3cccnc3)c3cccnc3)CC2)cc1 (stereo not given)	0%	11%[11.4 µM]	3%	0%	-9%	-1	0%	2%	10%
COc1ccc(CC(=O)N/N=C/c2c(C)n(C)c3ccccc23)cc1OC	0%	-7%	-10%	-3%	3%	-2	-2%	?	21%
CCCCNC(=O)Nc1nc2ccccc2s1	7%	-1%	-21%	2%	15%	0	1%	-3%	-14%
CC1CCN(CCCNC(=O)C2CC(=O)N(C3CCCCCC3)C2)CC1 (stereo not given)	-3%	13%[57.1 µM]	-4%	4%	-1%[57.1 µM]	-2	-4%	-1%	24%
Cn1c(C(=O)N2CCN(c3ccc([N+](=O)[O-])cc3)CC2)cc2c(=O)[nH]c3ccccc3c21	9%	-5%	-6%	1%	7%	-4	-6%	-1%	-22%
N#Cc1c2n(cnc1=O)CCCCC2	-2%	11%[57.1 µM]	-12%	0%	11%[57.1 µM]	-6	3%	2%	-13%
Cn1c(CSc2nnc(SCc3ccccc3)s2)nc2ccccc21	7%	-6%	-16%	-2%	-3%	-10	-1%	2%	-5%
O=C(COC(=O)CSc1ccccc1)NCCNC(=O)COC(=O)CSc1ccccc1	9%	-7%	3%	1%	-10%	-10	0%	0%	30%
Cc1cccc(NC(=O)CS(=O)(=O)c2cn(C)c3ccccc23)c1	6%	1%	?	4%	9%	-1	-2%	-5%	9%
Cc1cc(C2=NNC(=NC3CCCCC3)SC2)c(C)n1-c1c(C)n(C)n(-c2ccccc2)c1=O	1%	-8%	-17%	3%	10%	-1	-7%	2%	-36%
NC(=O)c1ccccc1N=Cc1ccc2ccccc2c1	5%	-3%[11.4 µM]	-16%	-10%	-12%[11.4 µM]	-7	0%	?	-21%
O=C(NCCc1cccs1)c1ccc(CS(=O)Cc2ccc(Cl)cc2)o1 (stereo not given)	-10%	3%	-8%	1%	-14%	-1	-3%	-4%	18%
CCOC(=O)c1sc2nc(C)nc(N3CCN(c4ncccn4)CC3)c2c1C	6%	-1%	-8%	6%	18%	-5	4%	1%	-7%
Cc1ccc(NCc2n[nH]c(=S)n2Cc2ccccc2)cc1Cl	-2%	-3%	-7%	8%	-10%	-4	1%	-9%	-11%
COc1ccc(/C=N/NC(=O)c2cccnc2)cc1O	6%	10%[57.1 µM]	-18%	-1%	16%[57.1 µM]	2	0%	1%	4%
O=S(=O)(c1ccccc1Br)N(Cc1ccccc1)Cc1ccco1	·	-9%	·	·	-12%	·	-5%	-17%	8%
COc1ccc(CNC(=O)COc2cccnc2[N+](=O)[O-])cc1OC	6%	-2%	-8%	8%	7%	-1	-1%	-3%	22%
COc1ccc(N(CC(=O)NCCSc2ccccn2)S(C)(=O)=O)cc1	-1%	8%	-11%	4%	10%	-2	-4%	1%	-22%
CCC(=O)N=c1sc2c(C)cc(C)cc2n1CC(=O)OC	9%	1%[57.1 µM]	-3%	-1%	20%[57.1 µM]	-9	2%	1%	-3%
Cc1cc(C)c2c(=O)[nH]c(SCc3ccccc3C)nc2n1	-8%	8%	-26%	-2%	20%	-7	-2%	-4%	-5%
COC(=O)N/N=C\c1cc(Br)ccc1OCc1ccccc1	4%	-9%	-15%	0%	-6%	-5	2%	-6%	17%
CC1Cc2ccccc2N1S(=O)(=O)c1ccc2c(c1)n(C)c(=O)c(=O)n2C (stereo not given)	0%	6%	-16%	-2%	15%	1	-2%	0%	-49%
Cc1noc(C(=O)NC2CCCCC2)c1Cl	6%	2%	-18%	5%	7%	-6	1%	1%	-6%
COc1cc(C2Nc3ccc4ccccc4c3C3=C2C(=O)CC(C)(C)C3)ccc1OC(C)C(=O)O (stereo not given)	-3%	354%[activator]	-26%	2%	5%	0	3%	-7%	15%
Cc1ccccc1CNS(=O)(=O)c1csc(C(N)=O)c1	5%&0%	7%	-16%&-22%	11%&-1%	17%	-1&3	-4%&0%	4%&4%	-8%&-8%
O=C(CN1C(=O)COc2ccc(S(=O)(=O)Nc3ccccc3)cc21)Nc1cccc(Cl)c1	-13%	-5%	-32%	1%	17%	-1	-1%	-13%	27%

Screening data (PubChem)
